Assay outcomes (PubChem)
Mito fusion act: mitochondrial division inhibition or fusion activation | S. cerevisiae fusion-defective mutant growth rescue, CellTiterGlo 48 h | Potency, µM (doses to about 46.1 µM), without a hit: top-dose growth rescue (activation), usual class: activators | actives 0.23% (n = 320,000) | AID 485298;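 also: potency is read from the fitted curve at half-maximal effect; % of control where 0% means no effect; nearly all actives have a fitted effect of over 45% in size; temperature-sensitive fusion mutants such as fzo1-1 at 37 °C on non-fermentable ethanol glycerol medium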
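S. cerevisiae fusion-defective temperature-sensitive mutants (e.g. fzo1-1, mgm1-5) grown 48 h at 37C in YPEG (ethanol/glycerol non-fermentable) medium with 23 nl compound per well; growth rescue read as CellTiterGlo luminescence.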
PKM2 act: increases activity of human pyruvate kinase M2 | AID 1631 | Potency, µM (doses to about 57.5 µM), inactives show top-dose activation, most hits filed as activators | purified PKM2, Kinase-Glo ATP luminescence, activation; response scale: 0% is enzyme alone, no compound | actives 0.34% (n = 260,000); also: potency is read from the fitted curve at half-maximal effect; % is scaled to controls: 0 for no effect and ±100 for the full control effect; nearly all actives have a fitted effect of over 55% in size
Target sequence (P14618 whole entry, looked up): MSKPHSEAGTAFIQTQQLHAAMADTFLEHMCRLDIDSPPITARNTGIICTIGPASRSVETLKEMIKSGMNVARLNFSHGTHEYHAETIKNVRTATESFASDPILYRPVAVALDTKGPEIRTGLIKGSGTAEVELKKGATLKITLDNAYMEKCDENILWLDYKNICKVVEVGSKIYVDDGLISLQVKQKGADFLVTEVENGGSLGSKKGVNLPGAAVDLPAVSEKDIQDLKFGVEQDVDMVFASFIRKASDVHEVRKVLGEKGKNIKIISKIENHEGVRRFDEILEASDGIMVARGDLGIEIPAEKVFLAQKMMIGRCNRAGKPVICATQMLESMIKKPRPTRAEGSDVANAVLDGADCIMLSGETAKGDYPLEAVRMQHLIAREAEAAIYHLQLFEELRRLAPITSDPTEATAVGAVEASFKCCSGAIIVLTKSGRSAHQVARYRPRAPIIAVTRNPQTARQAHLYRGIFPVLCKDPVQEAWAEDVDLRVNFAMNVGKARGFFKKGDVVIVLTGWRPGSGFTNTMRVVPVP
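Kinase-Glo luminescence reports ATP generated from ADP (0.1 mM) and PEP (0.5 mM) by purified hPK-M2 after 1 h at room temperature, pH 7.2 imidazole buffer; intermediate enzyme activity allows detecting inhibitors and activators.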
Rab9 prom act: activators of Rab9 promoter. Huh7 Rab9 promoter-luciferase reporter, luminescence, 24 h. Potency, µM (doses to about 9.22 µM), without a hit: at the top dose activation, negative = inhibition, hits mostly activators. actives 2.8% (n = 320,000). AID 485297; also: potency is read from the fitted curve at half-maximal effect; % of control where 0% means no effect; nearly all actives have a fitted effect of over 60% in size
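Huh7 reporter line, Rab9 promoter upstream of luciferase. Compound exposure 24 h at 37 °C in reduced-serum medium with 10% FBS. Read-out: luminescence.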
RORgamma inh: inhibitors of mouse ROR gamma transcriptional activity; Potency, µM (top dose mostly 53.6 µM), for the others: at the highest dose activity change, negative = inhibition, usual class: inhibitors; Drosophila S2 Gal4-RORgamma UAS-luciferase reporter, 20 h; actives 5.4% (n = 310,000); P51450; also: potency is read from the fitted curve at half-maximal effect; % is scaled to controls: 0 for no effect and ±100 for the full control effect; nearly all actives have a fitted effect of over 60% in size
Target sequence (P51450 whole entry, looked up, the tested form may be a part): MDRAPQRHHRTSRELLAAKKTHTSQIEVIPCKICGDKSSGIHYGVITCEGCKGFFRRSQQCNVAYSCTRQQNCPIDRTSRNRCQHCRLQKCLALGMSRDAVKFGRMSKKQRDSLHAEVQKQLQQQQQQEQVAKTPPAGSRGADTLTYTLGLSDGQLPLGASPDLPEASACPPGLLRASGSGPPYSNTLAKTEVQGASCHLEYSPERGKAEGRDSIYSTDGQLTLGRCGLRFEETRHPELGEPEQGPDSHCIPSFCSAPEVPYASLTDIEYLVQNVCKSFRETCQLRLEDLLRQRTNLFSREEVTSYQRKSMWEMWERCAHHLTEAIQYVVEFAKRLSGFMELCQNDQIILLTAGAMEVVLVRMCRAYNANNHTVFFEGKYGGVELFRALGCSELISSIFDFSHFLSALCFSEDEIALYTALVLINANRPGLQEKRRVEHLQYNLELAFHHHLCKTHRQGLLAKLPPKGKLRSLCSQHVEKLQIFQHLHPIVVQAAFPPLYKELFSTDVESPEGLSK
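Schneider cells (Drosophila), stable Gal4 DBD–ROR gamma + UAS-luc; 1 hr cmpd preincubation; Cu2+ induction 700 uM final; 20 hr ambient; luminescence.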
Menin MLL FP TR: inhibitors of human menin-MLL interaction, mutant MLL peptide; Potency, µM (series often up to 61.6 µM), for the others: at the top dose FP activity change, negative = inhibition, hits mostly inhibitors; actives 0.23% (n = 270,000); AID 1768; Menin + Texas Red MLL mutant peptide, fluorescence polarization; active = well fitted inhibition curve with a large enough effect in the polarisation, with a control signal flat, not every such curve was filed as active; inconclusive = small, poorly fitted or top-dose-only effect, or effect the other way, or a change in a side signal; inactive = no such curve, though single readings can be large or run the other way; the % refers to the polarisation; also: potency is read from the fitted curve at half-maximal effect; % of control where 0% means no effect; many of its hits are not listed in these tables
NPC1 prom act: activates the NPC1 promoter. Huh7 NPC1 promoter luciferase reporter, 24 h. Potency, µM (doses to about 9.22 µM), without a hit: at the top dose activation, most hits filed as activators. actives 2.4% (n = 320,000). AID 485313;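 also: potency is read from the fitted curve at half-maximal effect; % of control where 0% means no effect; nearly all actives have a fitted effect of over 60% in size; reporter is driven by a mutant NPC1 promoter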
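Compounds in DMSO were transferred onto Huh7 NPC1-luciferase reporter cells pre-incubated 2 h; after 24 h at 37 °C, Amplite reagent was dispensed and luminescence recorded 10 min later.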
FLuc modulator: counter-screen for miR-21 project: firefly luciferase inhibitors or activators; P08659; purified FLuc, Km substrates, luminescence inhibition; Potency, µM (top dose mostly 57.5 µM), without a hit: at the highest dose activity change, negative = inhibition, usual class: inhibitors; actives 6.9% (n = 360,000);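 also: potency is read from the fitted curve at half-maximal effect; plate controls were vehicle for no effect and reference inhibitor for full effect; nearly all actives have a fitted effect of over 55% in size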
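Biochemical qHTS of compounds, final roughly 60 µM downward over six points, against 10 nM purified firefly luciferase using Km concentrations of substrates (10 uM D-luciferin, 10 uM ATP) in Tris acetate pH 7.5 buffer; luminescence output.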
KCNH2 3.1 block: blocks the human KCNH2 3.1 channel isoform; U2OS KCNH2 3.1, thallium flux FluxOr; hits give low values; activity change, % (tested at about 1.8 µM); actives 0.95% (n = 340,000);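 active = maximum activity change below -70%; inconclusive = maximum activity change from -70% to -50%; inactive = maximum activity change above -50%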;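 also: thallium influx rate constant from kinetic fluorescence after stimulation buffer; % is scaled to controls: 0 for no effect and ±100 for the full control effect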
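Kinetic fluorescence (2 min after stimulation buffer) measures Tl+ influx through KCNH2 3.1 expressed by viral transduction in U2OS cells; the rate constant is normalized against DMSO controls serving as positive and negative references.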
VP16 counter: Gal4-VP16 reporter inhibition counter-screen. Drosophila S2 Gal4-VP16 UAS-luciferase, luminescence, 20 h. Potency, µM (top dose mostly 53.6 µM), inactives show at the highest dose activity, negative = inhibition, actives largely listed as inhibitors. actives 3.5% (n = 310,000). AID 2546;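 also: Gal4-VP16 expression switched on by copper sulfate through the metallothionein promoter; potency is read from the fitted curve at half-maximal effect; % is scaled to controls: 0 for no effect and ±100 for the full control effect; nearly all actives have a fitted effect of over 50% in size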
MBNL1 CUG block: blocks human MBNL1 binding to CUG repeat RNA; Potency, µM (highest dose often 57.5 µM), for the others: at the top dose activity change, negative = inhibition, actives largely listed as inhibitors; AID 2675; TR-FRET MBNL1-His/biotin-(CUG)12 binding, 665/545 ratio; actives 0.036% (n = 280,000); active = well fitted inhibition curve with a large enough effect in the signal ratio, with a control signal flat, not every such curve was filed as active; inconclusive = small, poorly fitted or top-dose-only effect, or effect the other way, or a change in a side signal; inactive = no such curve, though single readings can be large or run the other way; the % refers to the signal ratio; also: potency is read from the fitted curve at half-maximal effect; % is scaled to controls: 0 for no effect and ±100 for the full control effect
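MBNL1-His + Biotin-(CUG)12, cpd titration 92 nM–58 uM; Tb anti-His Ab 0.055 ng/ul, SA-XL665 5 nM (final); 60 min RT; ratiometric 665/545 nm, Ex 340 nm; normalized to buffer and full-complex controls.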
ELG1 DNA repair: ELG1-dependent DNA repair inhibition; actives 2.3% (n = 330,000); Potency, µM (series often up to 46.1 µM), for inactives: at the highest dose activity change, negative = inhibition, actives largely listed as inhibitors; HEK293T ELG1-luciferase reporter, luminescence, 16 h; DNA damage induced by 5-fluorouridine; also: potency is read from the fitted curve at half-maximal effect; % is scaled to controls: 0 for no effect and ±100 for the full control effect; nearly all actives have a fitted effect of over 55% in size
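Overnight (16 hr) co-exposure of 2,000 cells/well to 5-fluorouridine and compound at 37 °C preceded detection. Luciferase was quantified via ONE-Glo luminescence; loss of signal denotes inhibition.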
* marks the source's active call; other numbers are inactive results; ? = inconclusive; / = no result given; & = joins results of further samples; [ ] = remark or other dose. Unless noted, calls follow the shape of the dose curve; as a rule, active = well fitted curve in the direction sought with a large enough effect; inconclusive = small, poorly fitted or top-dose-only effect, or another doubt; inactive = no such curve, though single readings can be large; an effect the other way counts as inactive or inconclusive. A portion of the library; count on the stated rates, not on these rows.

SMILES	Mito fusion act	PKM2 act	Rab9 prom act	RORgamma inh	Menin MLL FP TR	NPC1 prom act	FLuc modulator	KCNH2 3.1 block	VP16 counter	MBNL1 CUG block	ELG1 DNA repair
O=[N+]([O-])c1cccc(/C=N/Nc2nc(NCc3ccccc3)nc(N3CCOCC3)n2)c1O	15%	-5%	-6%	1%	0%	-4%	17µM*	4	-16%	-15%	21µM*
CCOC(=O)CCN(Cc1cccs1)S(=O)(=O)c1ccc(Cl)cc1	5%	-1%	4%	10%	-1%	-9%	2%	-1	17%	-6%	-17%
Cc1cc(=O)cc(C)n1-c1ccc(Cl)cc1	1%	0%	0%	-2%	19%	-1%	-1%	14	5%	-3%	-16%
Fc1ccc(CSc2nnc(-c3cc4c(s3)-c3ccccc3CC4)o2)cc1	3%	0%	1%	?	?	-4%	-1%	-19	-1%	-11%	1%
CCOC(=O)N1CCN(S(=O)(=O)c2ccc(C(=O)Nc3nnc(CSC)o3)cc2)CC1	-5%	-1%	0%	13µM*	4%	-4%	1%	8	?	?	-6%
CC(=O)c1c(C(C)=O)c(C)n(NC(=O)c2cccnc2)c1C	1%	2%	4%	19%[10 µM]	4%	-4%	8%	28	0%	5%	-2%
Cc1nnc(SCc2nc3sc4c(c3c(=O)[nH]2)CCCC4)[nH]c1=O	3%	-2%	-2%	-33%	?	-7%	?	0	-26%	-8%	25%
Cc1ccc(/C=N/NC(=O)c2c(-c3ccccc3)noc2C)o1	-5%	10%	-9%	13µM*	1%	1%	1%	3	?	11%	2%
Cn1c(/C(C#N)=C/c2ccncc2)nc2ccccc21	-6%	-1%	-5%	-15%	2%	-5%	-12%	2	-24%	-7%	0%
Cc1ccsc1/C=N/NC(=O)Cc1ccc(Cl)cc1	0%	0%	0%	-29%	/	-1%	0%	0	-2%	7%	-1%
Cc1nc(-c2ccccc2)sc1-c1nc(-c2cccnc2)ncc1S(=O)(=O)c1ccccc1	-11%	2%	-5%	-1%	10%	-8%	1%	-21	-4%	-2%	?
Cc1ccc(S(=O)(=O)N(C)c2ccc(OCC(=O)O)cc2)cc1	-3%	6%	-3%	-11%	-1%	1%	4%	8	3%	5%	1%

Taken from the results shown (three entries):
SMILES	Mito fusion act	PKM2 act	Rab9 prom act	RORgamma inh	Menin MLL FP TR	NPC1 prom act	FLuc modulator	KCNH2 3.1 block	VP16 counter	MBNL1 CUG block	ELG1 DNA repair
O=[N+]([O-])c1cccc(/C=N/Nc2nc(NCc3ccccc3)nc(N3CCOCC3)n2)c1O	15%	-5%	-6%	1%	0%	-4%	17µM*	4	-16%	-15%	21µM*
CCOC(=O)CCN(Cc1cccs1)S(=O)(=O)c1ccc(Cl)cc1	5%	-1%	4%	10%	-1%	-9%	2%	-1	17%	-6%	-17%
Cc1cc(=O)cc(C)n1-c1ccc(Cl)cc1	1%	0%	0%	-2%	19%	-1%	-1%	14	5%	-3%	-16%

Going on with the list.
SMILES	Mito fusion act	PKM2 act	Rab9 prom act	RORgamma inh	Menin MLL FP TR	NPC1 prom act	FLuc modulator	KCNH2 3.1 block	VP16 counter	MBNL1 CUG block	ELG1 DNA repair
CCN(CC)CCCN1C(=O)C(O)=C(C(=O)c2ccco2)C1c1cc(OC)ccc1OC (stereo unspecified)	3%	-7%	3%	-15%	1%	8%	2%	/	-4%	4%	6%
Cc1ccc(NC(=O)CN2C(=O)CCS(=O)(=O)c3ccccc32)cc1Cl	-2%	/	-6%	19%	3%	-2%	5%	13	-3%	-7%	23%
COc1ccc(NC(=O)NC2(C(=O)N3CCN4CCCC4C3)CCCCC2)cc1 (stereo unspecified)	3%	1%	10%	1%	-5%	8%	5%	4	23%	-9%	?
CC1(c2nnc(-c3ccccc3)o2)CC(c2ccc(F)cc2)=NO1 (stereo unspecified)	?	2%	-2%	12%	/	-1%	-7%	-3	-7%	-4%	4%
COc1cccc(COC(=O)C2CCN(C(=O)c3ccc(F)cc3)CC2)c1OC	3%	/	-1%	/	/	-2%	-2%	-5	/	/	7%
CN(C)C(=O)c1ccc(NC(=O)COC(=O)CC23CC4CC(CC(Br)(C4)C2)C3)cc1	-3%	/	0%	/	/	-3%	0%	11	/	/	-4%
Cc1noc(C)c1S(=O)(=O)N1CCCC(C(=O)NC2CCCCC2)C1 (stereo unspecified)	-2%	-11%	-4%	14%	3%	4%	-2%	-10	-7%	-3%	1%
COCCNC(=O)Cn1cnc2ccc(S(=O)(=O)N3CCC(C)CC3)cc2c1=O	-1%	8%	-5%	27%	?	-1%	-3%	-2	1%	12%	14%
CCCc1nnc(NC(=O)CCC(=O)N2CCN(c3ccccc3)CC2)s1	-1%	/	-9%	-32%	/	-2%	-1%	-26	-12%	-3%	14%
O=C(N/N=C/c1ccc(O)c([N+](=O)[O-])c1)C(O)(c1ccccc1)c1ccccc1	-4%	2%	-3%	-7%	30%	1%	-3%	4	?	?	-19%
CCOC(CNC(=O)CN1C(=O)COc2ccc(S(=O)(=O)N3CC(C)CC(C)C3)cc21)OCC (stereo unspecified)	-3%	-4%	3%	-17%	3%	1%	-1%	-5	-2%	-5%	0%
Cc1c(C(=O)NC(=S)Nc2ccc3c4c(cccc24)CC3)cccc1[N+](=O)[O-]	-4%	3%	-7%	2.2µM*	-13%	-2%	0%	-31	5µM*	-4%	-10%
O=C(Nc1cccc(C(=O)Nc2cccc(C(F)(F)F)c2)c1)c1ccc(=O)[nH]c1	-1%	4%	4%	-11%	?	-2%	-10%	-7	-6%	-1%	3%
C[C@H](NC(=O)c1ccc(Cl)c(S(=O)(=O)N2CCOCC2)c1)c1nc2ccccc2[nH]1	2%	/	-2%	/	/	-1%	12%	-25	/	/	?
O=C1CCC(=O)N1c1ccc(CSc2nnnn2C2CCCCC2)cc1	-1%	-14%	4%	27%	-9%	-1%	-8%	0	-14%	-16%	0%
Cc1ccc2c(c1)-c1ncc(C(=O)c3cc(Br)ccc3O)cc1CO2	4%	-3%	-1%	26%	19%	-8%	-12%&8%	/	3%[10 µM]	0%	-19%
O=C(COc1ccc(OCc2ccccc2)cc1)NN=C1CCCC1	-3%	0%	-3%	?	?	-5%	?	-8	?	/	10%
COc1cccc2sc(=NC(=O)CCS(=O)(=O)c3ccc(C)cc3)n(C)c12	-3%	/	-5%	/	/	-2%	-3%	12	/	/	1%
O=C(Nc1cc(Cl)ccc1N1CCOCC1)c1ccc2c(c1)OCCO2	2%	-1%	-6%	-1%	-1%	0%	?	?	-9%	-8%	?
CC1(C)Cc2cccc(OCC(=O)N3CCN(S(=O)(=O)c4ccccc4F)CC3)c2O1	6%	9%	0%	39%	-16%	2%	-2%	-8	-5%	-3%	6%
O=C(CN1CCN(c2nc(-c3ccc(Cl)cc3)cs2)CC1)NCc1ccco1	-12%	-3%	1%	-15%	2%	0%	-2%	-11	?	-7%	-4%
O=C1C2C3C=CC(CC3)C2C(=O)N1c1ccc(Br)cc1[N+](=O)[O-] (stereo unspecified)	-4%	/	1%	11%	-13%	0%	-3%	7	-2%	4%	-7%
Cc1cccc2cc(CN(Cc3cccnc3)C(=O)c3ccncc3)c(=O)[nH]c12	-2%	1%	0%	5%	-13%	0%	4%	7	0%	-5%	-17%
N#CCSc1nc2ccccc2c(=O)n1C1CCCCC1	-12%	3%	-10%	-12%	-3%	-8%	-3%	0	-7%[10 µM]	3%	3%
NC(=O)C1=C[C@@H](c2csc3ccccc23)C[C@@H](OCCCCO)O1	0%	2%	0%	23%	0%	0%	-5%	16	-8%	3%	1%
CCOc1ccccc1C1C(C#N)=C(N)Oc2cc(N)ccc21 (stereo unspecified)	3%	-1%	8%	-13%	10%	-1%	0%	4	1%	6%	?
